Source: PubChem BioAssay (National Center for Advancing Translational Sciences (NCATS))
CHX counter – counter-screen for Shiga toxin inhibitors: cycloheximide protein synthesis inhibition; 12% of 300,000 active; cell reporter, cycloheximide protein synthesis inhibition counterscreen; max response, %; AID 2314; in the data active means max response mostly above about 13%, no sharp cut-off; inactive means mostly below about 14%; further: read at 38.3 µM for the half of the compounds with a filed dose; 0% is about no effect
Shiga toxin inh – inhibitors of Shiga toxin in Vero cells | Vero cells, Shiga toxin protein synthesis inhibition reporter | inhibition, % at 38.7 µM | 9.2% of 290,000 active; in the data active means inhibition mostly above about 28%, no sharp cut-off; inactive means mostly below about 43%; further: 0% is about no effect
AMA1 RON2 block – inhibitors of Plasmodium falciparum AMA1-RON2 interaction; AlphaScreen AMA1-biotinylated RON2 peptide binding; Potency, µM (doses to about 58.2 µM), inactives show top-dose activity change, negative = inhibition, hits mostly inhibitors; 0.2% of 360,000 active; AID 720542;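 further: potency means the concentration at half of the fitted maximal effect; 0% = vehicle wells and -100% = peptide control; nearly all actives have a fitted effect of over 45% in size; some results filed as inactive show a strong effect at the top dose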
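AMA1 (3D7) with his tag at 25 nM final met compounds first, then biotinylated RON2 peptide at 25 nM; detection used donor plus acceptor beads, 10 µg/mL apiece, read by AlphaScreen after 30 min at room temperature.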
HCMV antiviral – human cytomegalovirus inhibition; HFF cells, HCMV-luciferase reporter, 72 h; active compounds read low; activity change, negative = inhibition, % at 57.5 µM; 4.5% of 410,000 active; in the data active means activity change below about -60%; inconclusive means no clear call, values can overlap the other calls; inactive means above about -39%; further: on the % scale 0 is the no-effect control and ±100 the full control effect
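Steps: HFFs plated, 16 h 37C; compounds added; HCMV-luciferase added to MOI 1 PFU/cell; 72 h 37C; OneGlo reagent, 5 min room temperature; luminescence read, normalized to controls.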
AmpC detergent – inhibitors of E. coli AmpC beta-lactamase with detergent. P00811. AmpC hydrolysis of nitrocefin, absorbance 480 nm, 0.01% Triton. Potency, µM (highest dose often 114 µM), without a hit: at the highest dose activity change, negative = inhibition, actives largely listed as inhibitors. 0.041% of 370,000 active;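 further: potency means the concentration at half of the fitted maximal effect; 0% = no-compound wells and -100% = no-enzyme wells; nearly all actives have a fitted effect of over 25% in size; some results filed as inactive show a strong effect at the top dose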
Target sequence (P00811 whole entry, looked up): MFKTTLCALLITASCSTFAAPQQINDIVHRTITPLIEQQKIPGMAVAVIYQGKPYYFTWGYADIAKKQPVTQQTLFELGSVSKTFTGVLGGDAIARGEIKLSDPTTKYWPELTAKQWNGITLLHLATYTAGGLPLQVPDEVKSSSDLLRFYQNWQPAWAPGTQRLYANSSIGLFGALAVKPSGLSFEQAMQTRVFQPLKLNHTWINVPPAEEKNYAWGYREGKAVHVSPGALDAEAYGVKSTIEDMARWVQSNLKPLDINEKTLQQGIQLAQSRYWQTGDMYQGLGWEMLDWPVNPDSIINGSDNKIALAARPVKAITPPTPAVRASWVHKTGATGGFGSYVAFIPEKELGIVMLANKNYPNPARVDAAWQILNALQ
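AmpC (5.3 nM in the dispensed reagent) in 20 mM phosphate pH 7.0 with 0.01% (detergent screen) or 0.0001% Triton X-100 was preincubated with compounds for 15 min at room temperature. Nitrocefin was then added from an 800 uM solution, and hydrolysis was followed at 480 nm.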
FBPA Giardia inh – blocks Giardia fructose-bisphosphate aldolase activity; AID 2451; A8B2U2; 0.71% of 290,000 active; Potency, µM (titrated, usually from 59.6 µM), without a hit: at the top dose activity, negative = inhibition, usual class: inhibitors; purified Giardia FBPA; further: potency means the concentration at half of the fitted maximal effect; on the % scale 0 is the no-effect control and ±100 the full control effect; nearly all actives have a fitted effect of over 55% in size
Target sequence (A8B2U2 whole entry, looked up): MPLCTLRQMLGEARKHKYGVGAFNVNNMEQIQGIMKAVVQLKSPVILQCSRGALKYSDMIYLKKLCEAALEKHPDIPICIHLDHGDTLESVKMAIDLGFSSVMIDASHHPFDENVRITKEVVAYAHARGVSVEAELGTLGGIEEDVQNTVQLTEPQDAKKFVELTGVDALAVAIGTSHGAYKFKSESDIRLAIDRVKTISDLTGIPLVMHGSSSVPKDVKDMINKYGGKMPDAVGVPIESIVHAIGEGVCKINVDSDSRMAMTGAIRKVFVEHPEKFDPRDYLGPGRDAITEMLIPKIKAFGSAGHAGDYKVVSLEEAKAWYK
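Giardia FBPA (40 nM reagent) was preincubated 10 min at RT with compound (up to 57.5 uM final), then substrate plus GAPDH/TPI/NAD/arsenate coupling system with diaphorase/resazurin was added; resorufin fluorescence (525/598 nm) was read after 20 min.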
AmpC inh no detg – AmpC beta-lactamase inhibition without detergent. P00811. AmpC nitrocefin hydrolysis, absorbance 480 nm, 0.0001% Triton. Potency, µM (top dose mostly 57.1 µM), for the others: at the highest dose activity change, negative = inhibition, most hits filed as inhibitors. 0.52% of 330,000 active. AID 485341;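 further: potency means the concentration at half of the fitted maximal effect; plate controls were no compound for no effect and no enzyme for full effect; nearly all actives have a fitted effect of over 20% in size; some results filed as inactive show a strong effect at the top dose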
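AmpC (5.3 nM in the dispensed reagent) in 20 mM phosphate pH 7.0 with 0.01% (detergent screen) or 0.0001% Triton X-100 was preincubated with compounds for 15 min at room temperature. Nitrocefin was then added from an 800 uM solution, and hydrolysis was followed at 480 nm.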
Active calls of the source: *; ? = inconclusive; nt = no result given; & = joins results of further samples; [ ] = dose if it differs, or a comment. Unless noted, the call rests on the fitted dose curve; in most records, active means well fitted curve in the direction sought with a large enough effect; inconclusive means small, poorly fitted or top-dose-only effect, or another doubt; inactive means no such curve, though single readings can be large; an effect the other way counts as inactive or inconclusive.

SMILES	CHX counter	Shiga toxin inh	AMA1 RON2 block	HCMV antiviral	AmpC detergent	FBPA Giardia inh	AmpC inh no detg
Cc1nc(-c2ccc(F)cc2)c(CC(=O)N2CCN(S(=O)(=O)c3ccccc3Br)CC2)s1	-3	14	30%[activator]	-4	?	nt	119%[activator]
CC(=O)c1ccc(OC(=O)CCN2c3ccccc3Sc3ccccc32)cc1	-2	11	-20%	13	-1%	5%	-17%
O=C(Nc1ccc(S(=O)(=O)N2CCOCC2)cc1)c1nn(-c2ccc(F)cc2)ccc1=O	-3	-3	-12%	-35	0%	1%	70%[activator]
COc1ccc(Nc2nnc(SC(C(=O)Nc3cc(C)ccc3C)c3ccccc3)s2)cc1 (stereo not given)	-2	4	1%	-100*	?	6%	-11%
COc1ccccc1Nc1nc(NCCC(C)C)nc(N)c1[N+](=O)[O-]	-3	-5	4%	?	4%	-1%	-29%
C/C(=N\NC(=O)COc1ccccc1F)c1cc2ccccc2o1	48*	126*	32%[activator]	-11	-6%	5%	-33%
Cc1ccc(NC(=O)COC(=O)Cn2cnc3c2c(=O)n(C)c(=O)n3C)cc1F	nt	nt	-1%	-18	?	nt	-16%
Nc1nc(CSc2ncccn2)nc(Nc2ccccc2)n1	62*	139*	-2%	41	-13%	5%	-28%
CC(=O)c1ccc(N=Nc2ccc(C)cc2)cc1	22*	41*	?	-38	-5%	5%	-13%
C=CCN1c2ccccc2[C@]23C[C@@H](C(=O)OC)N(C(=O)NCCC)C2=NC(C(=O)OC)=C(C(=O)OC)[C@H]13	-3	7	12%	-15	4%	5%	60%[activator]
C=CCN(c1ccc(C(=O)N2CCCC2)cc1)S(C)(=O)=O	-6	5	-1%	-10	-18%	1%	-5%
c1ccc(CNc2ncnc3sc4c(c23)CCCC4)nc1	-4	2	-2%	?	9%	0%	47%
O=C(Nc1ccc2c(c1)OCCO2)c1ccc(NC(=O)C2CCCO2)cc1 (stereo not given)	23*	21	3%	-38	?	0%	-11%
Cc1cccc(-c2nn(-c3ccccc3)cc2C(=O)N2CCN(C3CCS(=O)(=O)C3)CC2)c1 (stereo not given)	nt	nt	-1%[11.6 µM]	18	-24%	nt	225%[activator]
CCOc1ccc(NC(=O)Nc2cccc(C(=O)O)c2)cc1	-1	-11	-8%	22	5%	1%	-18%
O=C(OCC(F)(F)F)c1cccc(COc2ccc3ccccc3c2)c1	82*	140*	71%[activator]	166	2%	-4%	-19%
O=C(NCCc1ccccc1)C(=O)Nc1nccs1	1	-11	48%[activator]	27	-11%	0%	-2%
Cc1ccc(N=C2NC(=O)/C(=C/c3cccnc3)S2)c(C)c1	7	-8	-17%	-80*	-6%	4%	-11%
O=[N+]([O-])c1ccc2oc(-c3ccccc3)nc2c1	35*	69*	-7%	45	-9%	5%	-10%
CC1(C)OC2OC(C(=O)N/N=C/c3ccccc3F)C3OC(C)(C)OC3C2O1 (stereo not given)	-2	-18	-18%	-37	-10%	7%	-20%
CN(CCOC(=O)c1ccc2c(c1)OCCO2)Cc1ccccc1	41*	19*	-3%	6	?	-8%	-1%
O=C1N/C(=N/N=C/c2ccc(O)cc2)SC1Cc1ccccc1 (stereo not given)	13	8	1%	0	-2%	1%	-35%
COc1cccc(NC(=O)CN(C)C(C)C(=O)NC(=O)NC2CCCCC2)c1 (stereo not given)	nt	nt	70%[activator]	-8	-4%	nt	2%
CCOc1ccc(NCc2cccn2-c2nnc(N3CCC(C(=O)NCCCN4C(C)CCCC4C)CC3)s2)cc1 (stereo not given)	9	17	-9%	?	-2%	nt	188%[activator]
O=C(Oc1ccccc1OC(=O)N1CCOCC1)N1CCOCC1	-3	7	41%[activator]	48	3%	5%	-19%
O=C(CSc1ncccc1-c1nc2ccccc2[nH]1)N1CCc2ccccc21	85*	26	3%	-40	?	5%	-21%
CC(C)CCNC(=S)NC1CCCC1	-1	-5	0%	8	?	0%	-22%
COc1cc(C)nc(OCCNC(=O)COc2ccc(Cl)cc2Cl)n1	-2	37	-1%	-60*	-10%	0%	70%[activator]
COc1ccc([C@@H]2CC(=O)c3c(O)cc(O[C@@H]4O[C@H](CO)[C@@H](O)[C@H](O)[C@H]4OC4O[C@@H](C)[C@H](O)[C@@H](O)[C@H]4O)cc3O2)cc1O (stereo not given in full)	-2	2	nt	nt	nt	0%	nt
Cc1cccc(NC(=O)CCSc2ccccn2)c1	75*	74*	-9%	-34	-4%	-5%	12%
Cc1onc(-c2c(Cl)cccc2Cl)c1C(=O)c1c[nH]c(C(=O)NC2CC2)c1	-1	-4	-15%	17	-12%	2%	-46%
O=C(c1ccco1)N1CCN(Cc2cc(=O)oc3cc(O)ccc23)CC1	nt	nt	-1%	-14	-15%	nt	-27%
O=C(CSc1nnc2ccc(-c3ccncc3)nn12)Nc1ccc(F)cc1	nt	nt	2%	-23	?	nt	11%
CC(C)CN(CC(C)C)C(=O)c1cc2c(=O)n3ccccc3nc2s1	3	17	46%[activator]	10	-1%	-2%	153%[activator]
Cc1nc(SCC(=O)NCC2CCCO2)[nH]c(=O)c1C (stereo not given)	nt	nt	-9%	-4	-16%	nt	-5%
C/C(CC(=O)Nc1ccc(C)c(Cl)c1)=N\NC(=O)C1CCCCC1	9	22	17%	-22	-6%	nt	-5%
O=C(CC1Oc2ccccc2NC1=O)NCCCN1CCN(Cc2ccccc2)CC1 (stereo not given)	5	17	-4%	nt	5%	0%	19%
CCC(C)C(=O)Nc1nc(C)c(-c2csc(Nc3ccc(Cl)cc3)n2)s1 (stereo not given)	1	-11	35%[activator]	-90*	-7%	-7%	-34%
O=C(OCN1C(=O)c2ccccc2C1=O)c1cccnc1SC(F)F	-7	-8	-3%	5	-4%	6%	-16%
CC1(C)CC(=O)C(C=NCCN2CCN(C(=O)C34CC5CC(CC(C5)C3)C4)CC2)=C(O)C1	9	19	43%[activator]	50	15%	-4%	139%[activator]

Limited to AmpC inh no detg, CHX counter and Shiga toxin inh, for 3 of the compounds above:
Compound	AmpC inh no detg	CHX counter	Shiga toxin inh
C/C(CC(=O)Nc1ccc(C)c(Cl)c1)=N\NC(=O)C1CCCCC1	-5%	9	22
CCOc1ccc(NC(=O)Nc2cccc(C(=O)O)c2)cc1	-18%	-1	-11
Cc1cccc(NC(=O)CCSc2ccccn2)c1	12%	75*	74*

(next part)
SMILES	CHX counter	Shiga toxin inh	AMA1 RON2 block	HCMV antiviral	AmpC detergent	FBPA Giardia inh	AmpC inh no detg
O=C(C[C@@H]1C/C=C\CC[C@H](Cc2ccc(F)cc2)C(=O)OC[C@@H]2CCCN2C1=O)NCCO	nt	nt	-6%	-14	nt	nt	227%[activator]
Cc1ccc(N(C(=O)c2snc(C(N)=O)c2N)C(C(=O)NCc2ccccc2)c2ccncc2)c(C)c1 (stereo not given)	1	-16	0%	-27	-16%	3%	-6%
Cc1cc(NC(=O)COC(=O)C2CC(=O)N(c3ccccc3Cl)C2)no1 (stereo not given)	3	-5	13%	-19	2%	-1%	4%
CCN(c1ccccc1)S(=O)(=O)c1ccc(NC(=O)c2nc(S(C)(=O)=O)ncc2Cl)cc1	-17	-12	4%	-100*	1%&-7%	nt	-14%
O=C(NCc1ccco1)c1c2c(nc3ccccc13)CCC2	3	50	?	3	-13%	-16%	-23%
CCOc1ccc2nc3c(cc2c1)CN(CCOC)C(=NCCOC)S3	3	1	-5%	-61*	?	-26%	36%
COc1cc(NC(=O)CSCc2ccc(Cl)cc2Cl)c(C(=O)O)cc1OC	-2	-13	5%	24	0%	5%	-22%
CCOc1ccc(Oc2nc(C)cc(OC)n2)nn1	-6	-18	-3%	26	-10%	3%	-9%
COC(=O)C(Cc1ccc(O)cc1)NC(=O)C(C)Oc1ccccc1 (stereo not given)	-4	-7	-7%	-16	-1%	-3%	1%
CCc1cc2cc(C)c(C)cc2nc1SCC(=O)Nc1cc(C)on1	5	7	-12%	4	-13%	1%	-12%
CCOc1ccc(C(=O)COC(=O)CC)cc1	23*	42*	30%[activator]	-28	1%	0%	?
CC(C)[C@H](NC(=O)[C@@H](Cc1c[nH]c2ccccc12)NC(=O)[C@H](Cc1ccc(O)cc1)NC(=O)[C@@H](N)CC(=O)O)C(=O)N[C@H](Cc1c[nH]c2ccccc12)C(=O)N[C@H](Cc1c[nH]c2ccccc12)C(=O)N[C@@H](CCCCN)C(N)=O	-3	-4	nt	nt	nt	5%	nt
COc1ccc(S(=O)(=O)N2CCCCC2)cc1NC(=O)C1CC(=O)N(c2ccc3c(c2)OCCO3)C1 (stereo not given)	nt	nt	18%	-9	-9%	nt	107%[activator]
O=C(CCCN1C(=O)S/C(=C\C=C\c2ccccc2)C1=O)Nc1ccc(C(=O)O)cc1	1	14	-21%	-10	-1%	-2%	-36%
NCCCCCCNS(=O)(=O)c1cccc2c(Cl)cccc12	nt	nt	6%	?	nt	-2%&-3%&5%	nt
Cc1ccc(CN2CCNC(=O)C2CC(=O)N(C)Cc2cnccn2)cc1 (stereo not given)	-1	35	31%[activator]	0	-10%	-15%	-1%
COc1ccc(C)cc1S(=O)(=O)N(CC(=O)O)c1ccc(C)cc1	-3	36	1%	-6	4%	11%	-27%
O=C(NCc1ccco1)c1ccc(-c2ccc(Cl)cc2)o1	37*	78*	-5%	-15	4%	-8%	-38%
COc1cccc(NC(=O)C2CCN(S(=O)(=O)c3ccc4[nH]c(=O)oc4c3)CC2)c1	0	-13	-8%	22	?	nt	-30%
CN(CC(=O)Nc1ccc(Cl)c(C(F)(F)F)c1)C(=O)C1CSC2(C)CCC(=O)N12 (stereo not given)	nt	nt	0%	12	0%	nt	104%[activator]
O=S(=O)(c1ccc(Cl)cc1)N(CCCN1CCOCC1)Cc1cccs1	5	-21	-12%	?	0%	?	120%[activator]
COc1ccc(/C=N/NC(=O)CCC(=O)Nc2ccc(Br)cc2)c(OC)c1	-6	-8	16%	16	-8%	9%	-2%
Cc1ccccc1Cn1c2ccccc2c2cnn(CC(=O)N3CCN(c4ccccc4)CC3)c(=O)c21	-4	-19	-22%	?	?	1%	-13%
Cc1ccccc1NC(=O)CCCN1C(=O)C2CC=CCC2C1=O (stereo not given)	-4	-4	-12%	45	1%	nt	-5%
CCCCNC(=O)CSc1cc(=O)n(C)c2ccccc12	-2	-8	0%	-37	-8%	-6%	0%
Cc1ccc(S(=O)(=O)NCc2c(Cl)cccc2Oc2ccccc2)cc1	-4	16	1%	nt	8%	-14%	-57%
COC(=O)c1ccc2nc(NC(=O)C3CC3)sc2c1	49*	155*	-5%	35	-7%	-7%	-60%
CC1=NN(C(=O)c2ccc(Cn3ccc([N+](=O)[O-])n3)cc2)C(O)(C(F)(F)F)C1 (stereo not given)	1	14	43%[activator]	46	-3%	1%	-58%
